Screens (PubChem BioAssay)
CXXC DNA block – inhibitors of human MLL CXXC domain-DNA interaction; Potency, µM (titrated, usually from 115 µM), for the others: at the highest dose activity change, negative = inhibition, most hits filed as inhibitors; Q03164; MLL-CXXC / FITC-HOXA9 DNA fluorescence polarization; AID 2662; hit rate 0.037% among 290,000; active means well fitted inhibition curve with a large enough effect in the polarisation, with a control signal flat, not every such curve was filed as active; inconclusive means small, poorly fitted or top-dose-only effect, or effect the other way, or a change in a side signal; inactive means no such curve, though single readings can be large or run the other way; the % refers to the polarisation; further: potency means the concentration at half of the fitted maximal effect
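Purified MLL-CXXC (added from a 7 uM solution) was preincubated 5 min at ambient with pinned compounds in 50 mM Tris-HCl pH 7.5, 50 mM NaCl, 1 mM DTT, 0.05% BSA. Fluorescein-labeled HOX-A9 DNA (50 nM solution) followed, 30 min, then polarization read.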
FBPA coupling cs – counter-screen for Giardia aldolase inhibitors: coupling enzyme system; coupling enzyme system counterscreen, AmpLite Red fluorescence; activity change, negative = inhibition, % at 58.2 µM, hits read low; hit rate 0.67% among 290,000; AID 2472; in the data active means activity change below about -30%; further: on the % scale 0 is the no-effect control and ±100 the full control effect
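Counterscreen lacking aldolase: glyceraldehyde-3-phosphate coupling-enzyme reagent preincubated 10 min at RT with compound (at 57.5 uM final), then substrate/coupling system with AmpLite Red added; fluorescence read at 525/598 nm after 20 min RT.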
B2AR arrestin – recruits beta-arrestin to the human beta2-adrenergic receptor. P07550. beta-arrestin recruitment to beta2AR, cell-based reporter. Potency, µM (titrated, usually from 46.1 µM), for inactives: top-dose activation, hits mostly activators. hit rate 0.02% among 330,000. AID 492947;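 further: potency means the concentration at half of the fitted maximal effect; 0% = DMSO controls and full agonism = EC100 isoproterenol or metaproterenol; nearly all actives have a fitted effect of over 65% in size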
Target sequence (P07550 whole entry, looked up): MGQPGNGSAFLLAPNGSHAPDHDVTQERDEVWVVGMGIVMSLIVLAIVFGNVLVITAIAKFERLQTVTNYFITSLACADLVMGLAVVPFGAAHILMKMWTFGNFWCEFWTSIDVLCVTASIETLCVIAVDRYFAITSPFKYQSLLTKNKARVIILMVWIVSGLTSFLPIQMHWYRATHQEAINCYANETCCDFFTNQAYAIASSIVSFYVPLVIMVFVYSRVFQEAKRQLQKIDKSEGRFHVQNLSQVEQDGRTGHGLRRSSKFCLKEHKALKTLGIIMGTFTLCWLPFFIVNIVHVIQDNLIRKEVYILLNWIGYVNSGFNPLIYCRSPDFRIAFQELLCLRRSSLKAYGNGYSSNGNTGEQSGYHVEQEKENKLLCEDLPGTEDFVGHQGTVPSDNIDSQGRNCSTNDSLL
GALK inhibitor – galactokinase (human) inhibition; P51570; Purified GALK, Kinase-Glo residual ATP luminescence; Potency, µM (highest dose often 57.5 µM), for inactives: at the highest dose activity change, negative = inhibition, usual class: inhibitors; hit rate 0.007% among 270,000; further: potency means the concentration at half of the fitted maximal effect; on the % scale 0 is the no-effect control and ±100 the full control effect
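Compounds were pin-transferred into ATP buffer (35 uM final), then GALK plus galactose (5 nM, 100 uM final) was added. After 1 h at room temperature, Kinase-Glo Plus was added and luminescence read after 10 min.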
Giardia kill – Giardia lamblia killing. Giardia lamblia trophozoite viability. activity change, % at 7.66 µM, hits read low. hit rate 0.15% among 340,000. AID 540267; in the data active means activity change below about -80%; inconclusive means between about -30% and that limit;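 further: parasites exposed to compound for two days anaerobically before the ATP read; on the % scale 0 is the no-effect control and ±100 the full control effect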
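Trophozoites 100 cells/well + cpd; 48 hrs, 37 deg C, anaerobic. ATPLite 1-Step added, 15-30 min RT, luminescence read (ATP-based viability).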
KCNH2 WT inh – KCNH2 (human, wildtype) channel inhibition | Q12809 | U2OS, BacMam KCNH2, thallium flux FluxOr; stronger effect = lower value | activity change, % at 1.84 µM | hit rate 0.37% among 340,000 | AID 720551;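 active means maximum activity change below -70%; inconclusive means maximum activity change between -70% and -50%; inactive means maximum activity change above -50%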; further: on the % scale 0 is the no-effect control and ±100 the full control effect
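U2OS cells transduced with wild-type KCNH2 virus are loaded with FluxOr dye for 45 min, and thallium flux is measured in kinetic reads before and after stimulation buffer. Rate constants are normalized to DMSO controls.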
USP2a inh – USP2a (human) protease inhibition; O75604; USP2 core, Ub-CHOP2 coupled fluorogenic reporter, 485/531; Potency, µM (titrated, usually from 38.3 µM), without a hit: top-dose activity change, negative = inhibition, usual class: inhibitors; hit rate 0.01% among 330,000; AID 463254;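 further: potency means the concentration at half of the fitted maximal effect; plate controls were DMSO wells for no effect and full inhibition by NEM control for full effect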
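Deubiquitinase activity read as fluorescence (485/531 nm) after Ub-CHOP2 cleavage activates the enterokinase reporter on its substrate; USP2 core 10nM, Ub-CHOP2 and substrate 25nM each, 30min compound preincubation then 60min RT; data normalized to NEM, curves fitted.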
TRPV1 ag – human TRPV1 agonism | Q8NER1 | TRPV1-expressing cells, Fluo-8 calcium influx, agonist mode | activation, % at 8.33 µM | hit rate 0.19% among 320,000 | AID 540275; in the data active means activation above about 80%; inconclusive means between about 30% and that limit; further: 0% is about no effect
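Fluo-8 calcium influx in TRPV1-expressing cells, kinetic read (ex 480/em 520 nm). Compound added and read 3 min for agonist activity, followed by capsaicin at EC20 final and 2 min further read for enhancement.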
PKM2 act – PKM2 (human) enzyme activation; P14618; purified PKM2, Kinase-Glo ATP luminescence, activation; response scale: 0% is enzyme alone, no compound; Potency, µM (series often up to 57.5 µM), without a hit: top-dose activation, hits mostly activators; hit rate 0.34% among 260,000; further: potency means the concentration at half of the fitted maximal effect; on the % scale 0 is the no-effect control and ±100 the full control effect; nearly all actives have a fitted effect of over 55% in size
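Purified hPK-M2 (>95% pure) converted ADP (0.1 mM final) to ATP with 0.5 mM PEP in 50 mM imidazole pH7.2, KCl, MgCl2, Tween 20, BSA; 1 h at room temperature. ATP detected by Kinase-Glo luminescence.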
Menin-MLL TR inh – menin-MLL binding inhibition, Texas Red mutant peptide; hit rate 0.23% among 270,000; O00255; AID 1768; Potency, µM (top dose mostly 61.6 µM), without a hit: top-dose FP activity change, negative = inhibition, most hits filed as inhibitors; Menin + Texas Red MLL mutant peptide, fluorescence polarization; active means well fitted inhibition curve with a large enough effect in the polarisation, with a control signal flat, not every such curve was filed as active; inconclusive means small, poorly fitted or top-dose-only effect, or effect the other way, or a change in a side signal; inactive means no such curve, though single readings can be large or run the other way; the % refers to the polarisation; further: potency means the concentration at half of the fitted maximal effect; % of control where 0% means no effect; many of its hits are not listed in these tables
Target sequence (O00255 whole entry, looked up): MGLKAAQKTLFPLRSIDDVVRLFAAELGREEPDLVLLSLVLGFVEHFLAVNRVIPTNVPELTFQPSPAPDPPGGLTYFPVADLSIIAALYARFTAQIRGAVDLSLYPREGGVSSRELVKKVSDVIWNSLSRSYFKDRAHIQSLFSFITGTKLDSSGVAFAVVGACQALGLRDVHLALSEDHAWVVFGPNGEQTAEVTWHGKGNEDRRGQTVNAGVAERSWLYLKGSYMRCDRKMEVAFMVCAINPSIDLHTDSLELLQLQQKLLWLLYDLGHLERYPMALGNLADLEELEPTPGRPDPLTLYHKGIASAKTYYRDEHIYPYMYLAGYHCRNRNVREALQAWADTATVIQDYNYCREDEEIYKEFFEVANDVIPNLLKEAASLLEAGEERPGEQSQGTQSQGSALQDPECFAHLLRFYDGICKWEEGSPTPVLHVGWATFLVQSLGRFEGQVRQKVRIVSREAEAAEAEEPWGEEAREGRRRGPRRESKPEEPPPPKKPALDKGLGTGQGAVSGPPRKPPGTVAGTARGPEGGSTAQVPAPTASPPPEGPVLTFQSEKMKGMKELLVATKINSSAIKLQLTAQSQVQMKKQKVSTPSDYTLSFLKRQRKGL
KCNH2 3.1 block – KCNH2 3.1 (human) potassium channel inhibition | activity change, % (tested at about 1.8 µM) | U2OS KCNH2 3.1, thallium flux FluxOr; stronger effect = lower value | AID 720553 | hit rate 0.95% among 340,000;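 active means maximum activity change below -70%; inconclusive means maximum activity change from -70% to -50%; inactive means maximum activity change above -50%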;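 further: thallium influx rate constant from kinetic fluorescence after stimulation buffer; on the % scale 0 is the no-effect control and ±100 the full control effect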
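Normalized rate constant (relative to positive and negative DMSO controls) derived from a 2 min kinetic fluorescence read after stimulation; U2OS cells expressing the 3.1 isoform via virus at 1.77 x 10^8 /mL.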
* marks the source's active call; other numbers are inactive results; ? = inconclusive; nt = no result given; & = joins results of further samples; [ ] = another dose, or the depositor's remark. Unless noted, the call rests on the fitted dose curve; in most records, active means well fitted curve in the direction sought with a large enough effect; inconclusive means small, poorly fitted or top-dose-only effect, or another doubt; inactive means no such curve, though single readings can be large; an effect the other way counts as inactive or inconclusive. Some of the compounds tested. The share of hits here may be higher or lower than overall.

no.	Molecule	CXXC DNA block	FBPA coupling cs	B2AR arrestin	GALK inhibitor	Giardia kill	KCNH2 WT inh
1	Cn1c(=O)oc2cc(S(=O)(=O)N3CCC(C(=O)NCc4ccc(F)cc4)CC3)ccc21	-4%	7	-0.2%	1%	-19	-5
2	O=C(OCc1c(Cl)cccc1Cl)c1cccnc1Cl	0%	5	0.5%	0%	-11	9
3	O=C(COc1ccc(Cl)cc1)NC(=S)Nc1ccccc1N1CCOCC1	2%	0	-0.6%	3%	9	9
4	Cc1cc(C)c2c(=O)cc(C(=O)NCc3ccccc3)oc2c1	-8%	4	0.0%	4%	9	19
5	Cc1noc(C)c1NC(=O)N(C)C[C@H]1Oc2c(NS(=O)(=O)c3cccs3)cccc2C(=O)N([C@H](C)CO)C[C@@H]1C	nt	nt	3.6%	nt	7	-3
6	COc1ccc(NC(=O)C2CSC(C)(C)N2C=O)cc1 (stereo not given)	-9%	1	5.5%	-1%	5	nt
7	CC(O)C(NS(=O)(=O)c1ccc(Cl)cc1)C(=O)OCC(=O)Nc1cccnc1Cl (stereo not given)	0%	-2	-2.6%	0%	4	7
8	Cc1cc(OCC(=O)NCC(O)c2ccccc2)c2c(C)cc(=O)oc2c1 (stereo not given)	35%[activator]	nt	0.1%	-4%	-17	-4
9	CCOC(=O)CC(=O)NC(C)(C)CCCCC(C)(C)NC(=O)CC(=O)OCC	-3%	0	-1.0%	2%	0	-3
10	COc1ccc(/C=N/c2nc3ccccc3n2CCN2CCCCC2)cc1OC	4%	0	-0.3%	3%	-5	7
11	Cc1n[nH]c(=O)nc1N/N=C/c1ccco1	1%	-2	-0.2%	2%	1	-4
12	C(=N\Nc1ncnc2ccccc12)/c1ccccc1	10%	-4	?	-2%	-6	4

no.	USP2a inh	TRPV1 ag	PKM2 act	Menin-MLL TR inh	KCNH2 3.1 block
1	-1%	-2	-1%	?	-4
2	-2%	3	4%	-2%	11
3	-2%	3	-1%	33%[activator]	-1
4	3%	-1	nt	nt	5
5	0%	nt	nt	nt	-12
6	4%	2	0%	9%	-13
7	1%	-1	4%	-16%	4
8	3%	-1	nt	nt	-1
9	1%	8	0%	-15%	10
10	-1%	-1	4%	4%	-13
11	-3%	0	-45%	7%	3
12	0%	?	-12%	11%	20

Continued:
no.	Molecule	CXXC DNA block	FBPA coupling cs	B2AR arrestin	GALK inhibitor	Giardia kill	KCNH2 WT inh
13	O=C(CCNS(=O)(=O)c1ccccc1Cl)N1CCN(c2ccccn2)CC1	nt	nt	-0.2%	nt	-3	-6
14	CCn1c(CSc2nnc(-c3ccncc3)n2CCOC)nc2cc(C(=O)O)ccc21	-1%	-2	-0.1%	-3%	3	0
15	COc1ccc2oc(C(=O)OCC(=O)N3CCCC(C)C3)c(C)c2c1 (stereo not given)	nt	nt	-2.0%	nt	-1	0
16	CC(=O)O/N=C(/c1nonc1N)N1CCN(c2ccc([N+](=O)[O-])cc2Cl)CC1	6%	0	-1.0%	1%	0	1
17	Cc1nnc(-c2ccccc2)c(=O)n1/N=C/c1c(O)ccc2ccccc12	?	3	0.6%	1%	-3	1
18	COc1ccc(-c2nc3c(s2)CN(S(C)(=O)=O)CC3)cc1OC	-8%	1	0.5%	-2%	-5	-18
19	C=CCN=c1scc(C)n1/N=C/c1ccc(O)c(O)c1	2%	-10	0.2%	-3%	-2	-12
20	CC(C)NC(=O)COC(=O)c1ccccc1C(=O)c1ccccc1	-16%	-1	-0.7%	-1%	4	14
21	CC1Cc2ccccc2N1c1ncnc2c1nnn2Cc1ccccc1Cl (stereo not given)	-6%	4	-0.2%	0%	3	-2
22	Cc1ccc(C2=NNC(C(O)C(O)C(O)C(C)O)S2)cc1 (stereo not given)	-11%	2	0.3%	-1%	-15	-25
23	CCCc1[nH]nc2c1C(c1c(C)nn(-c3ccccc3)c1Cl)C(C#N)=C(N)O2 (stereo not given)	0%	-1	0.5%	0%	-8	7
24	O=C1NCC(NC(=O)C(F)(F)F)c2cc3c(cc21)OCO3 (stereo not given)	-5%	0	-0.4%	-1%	1	-11

no.	USP2a inh	TRPV1 ag	PKM2 act	Menin-MLL TR inh	KCNH2 3.1 block
13	0%	1	nt	nt	-7
14	0%	1	7%	?	-19
15	-1%	-3	nt	nt	9
16	5%	10	0%	13%	8
17	?	0	6%	?	5
18	1%	-2	nt	0%	-4
19	0%	-3	5%	?	0
20	2%	8	0%	-3%	-6
21	0%	-1	-2%	-12%	-1
22	3%	1	-12%	1%	9
23	0%	6	4%	-9%	-5
24	2%	-4	-5%	-6%	3

Full records as entered above. Order of screens: CXXC DNA block | FBPA coupling cs | B2AR arrestin | GALK inhibitor | Giardia kill | KCNH2 WT inh | USP2a inh | TRPV1 ag | PKM2 act | Menin-MLL TR inh | KCNH2 3.1 block
`CC(=O)O/N=C(/c1nonc1N)N1CCN(c2ccc([N+](=O)[O-])cc2Cl)CC1` is listed as 6% | 0 | -1.0% | 1% | 0 | 1 | 5% | 10 | 0% | 13% | 8
`COc1ccc2oc(C(=O)OCC(=O)N3CCCC(C)C3)c(C)c2c1` (stereo not given) is listed as nt | nt | -2.0% | nt | -1 | 0 | -1% | -3 | nt | nt | 9
`CCn1c(CSc2nnc(-c3ccncc3)n2CCOC)nc2cc(C(=O)O)ccc21` is listed as -1% | -2 | -0.1% | -3% | 3 | 0 | 0% | 1 | 7% | ? | -19
`O=C(CCNS(=O)(=O)c1ccccc1Cl)N1CCN(c2ccccn2)CC1` is listed as nt | nt | -0.2% | nt | -3 | -6 | 0% | 1 | nt | nt | -7
`CCCc1[nH]nc2c1C(c1c(C)nn(-c3ccccc3)c1Cl)C(C#N)=C(N)O2` (stereo not given) is listed as 0% | -1 | 0.5% | 0% | -8 | 7 | 0% | 6 | 4% | -9% | -5

(cont.)
no.	Molecule	CXXC DNA block	FBPA coupling cs	B2AR arrestin	GALK inhibitor	Giardia kill	KCNH2 WT inh
25	CCN1/C(=N\N)c2cccc3cccc1c23	1%	-47*	-0.5%	3%	5	-7
26	CC(CCc1ccccc1)NC(=O)CNC(=S)N(Cc1cccs1)C1CCCC1 (stereo not given)	12%	2	0.5%	-2%	-13	4
27	CN1/C(=C/C=C(C#N)C#N)C=Cc2ccccc21	?	-3	-0.2%	nt	?	-1
28	Cc1nnc(SCC(=O)NCc2ccco2)n1-c1ccc(F)cc1	8%	0	-0.4%	0%	-4	-2
29	O=C(CCCN1C(=O)C(c2ccccc2)Oc2cccnc21)Nc1ccccc1Cl (stereo not given)	4%	-4	-1.1%	-4%	0	-9
30	O=C(NCC(=O)N1CCN(c2ccccc2)CC1)c1ccco1	8%	0	-0.3%	1%	-1	-6
31	COc1ccc(CCNC(=O)c2c(C)nn(-c3ccccc3)c2Cl)cc1	33%[activator]	nt	-0.8%	-4%	-17	-4
32	O=C(CCN1CCN(c2ccccc2)CC1)N/N=C/c1ccccc1O	0%	0	0.1%	9%	5	-7
33	Oc1ccc(Cl)cc1C=Nc1ccc(Br)cc1	30%	3	-0.1%	0%	0	-10
34	C[C@]12CCC(=O)C[C@@H]1CC[C@@H]1[C@@H]2CC[C@]2(C)[C@@H](C(=O)COC(=O)CCC(=O)O)CC[C@@H]12	4%&4%	8&11	-1.2%&0.0%	-1%	-13&9	7&-19
35	COCCCNC(=O)/C=C/c1ccc(Cl)cc1	-9%	7	-0.4%	1%	-11	9
36	Cn1nnnc1SCCNCc1ccccc1OCc1ccc(Cl)cc1	8%	-2	-0.3%	-1%	1	32

no.	USP2a inh	TRPV1 ag	PKM2 act	Menin-MLL TR inh	KCNH2 3.1 block
25	-2%	2	-6%	-18%	-1
26	-1%	11	6%	-12%	-2
27	-1%	1	-3%	nt	6
28	2%	0	4%	?	5
29	2%	?	nt	-3%	12
30	1%	-4	-3%	4%	8
31	2%	7	-11%	nt	1
32	-4%	0	0%	8%	-6
33	-2%	0	-12%	13%	9
34	-1%&1%	2&2	nt	5%&-9%	5&6
35	1%	0	-9%	-16%	7
36	2%	?	-2%	-13%	2
